High-throughput results as filed in PubChem BioAssay.
Pol iota inh – inhibitors of human DNA polymerase iota; Q9UNA4; Pol iota fluorescent replication assay, 10 min; Potency, µM (titrated, usually from 115 µM), inactives show at the highest dose activity, negative = inhibition, most hits filed as inhibitors; 390,000 compounds, 1% hits; AID 588590
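Pol iota at 10 nM preincubated 15 min with compounds at room temperature; reaction started with fluorescent substrate, 50 nM final. Fluorescence read kinetically at 0 and 10 min; buffer-only wells as negative control.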
G9a block – G9a (human) methyltransferase inhibition; Q96KQ7; G9a H3K9 monomethylation, AlphaScreen, 2 h; Potency, µM (titrated, usually from 102 µM), inactives show top-dose activity, negative = inhibition, hits mostly inhibitors; 350,000 compounds, 8.8% hits; also: % is scaled to controls: 0 for no effect and ±100 for the full control effect; nearly all actives have a fitted effect of over 75% in size
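Quantitative HTS format: methyltransferase activity on a biotin-tagged H3K9 peptide is measured by AlphaScreen, using a rabbit anti-monomethyl-H3K9 antibody with streptavidin donor and anti-IgG acceptor beads. Final levels are 20 nM enzyme, 500 nM peptide, 20 uM SAM; 2 h RT.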
Pol beta inh – inhibitors of human DNA polymerase beta; P06746; Pol beta primer extension/strand displacement, fluorescence kinetic; Potency, µM (titrated, usually from 114 µM), for inactives: at the highest dose activity change, negative = inhibition, actives largely listed as inhibitors; 340,000 compounds, 1.3% hits; also: % is scaled to controls: 0 for no effect and ±100 for the full control effect
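Human Pol beta at 10 nM; strand-displacement substrate 50 nM final. Compound exposure 15 min at room temperature before start, reaction 10 min at room temperature.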
BAZ2B inh – BAZ2B (human) inhibition. Q9UIF8. AlphaScreen BAZ2B-H3K14Ac peptide displacement. Potency, µM (titrated, usually from 114 µM), without a hit: top-dose activity change, negative = inhibition, actives largely listed as inhibitors. 360,000 compounds, 4.4% hits; also: % is scaled to controls: 0 for no effect and ±100 for the full control effect; nearly all actives have a fitted effect of over 60% in size
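In this displacement format the biotinylated H3(5-23) peptide acetylated at Lys14 serves as ligand at 50 nM, with BAZ2B at 50 nM in PBS pH 7.4 containing 0.01% Tween-20. Donor and acceptor beads are 10 ug/mL final.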
APE1 inh – blocks human APE1 abasic DNA cleavage. P27695. recombinant APE1, TAMRA/BHQ-2 abasic DNA cleavage fluorescence. Potency, µM (doses to about 65.8 µM), inactives show at the top dose activity change, negative = inhibition, most hits filed as inhibitors. 350,000 compounds, 0.35% hits. AID 2517;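 also: plate controls were vehicle for no effect and reference inhibitor for full effect; nearly all actives have a fitted effect of over 55% in size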
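0.75 nM APE1 + cpd, 15 min RT; start w/ 50 nM TAMRA/BHQ-2 THF-abasic dsDNA; kinetic fluor 525/598 nm ×3 reads @60 s; Δ(read3−read1); normalized to DMSO and NSC13755 control wells.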
BLM helicase inh – inhibitors of human Bloom syndrome helicase BLM | recombinant BLM DNA unwinding, fluorescence dequenching | Potency, µM (titrated, usually from 56.1 µM), inactives show at the highest dose activity change, negative = inhibition, most hits filed as inhibitors | 350,000 compounds, 0.2% hits | AID 2528;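 also: plate controls were vehicle for no effect and no enzyme for full effect; nearly all actives have a fitted effect of over 35% in size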
JMJD2A Tudor – blocks the human JMJD2A Tudor domain. Potency, µM (titrated, usually from 114 µM), without a hit: top-dose activity change, negative = inhibition, hits mostly inhibitors. AlphaScreen JMJD2A-Tudor / H3K4me3 peptide binding. O75164. 390,000 compounds, 4.4% hits; also: % is scaled to controls: 0 for no effect and ±100 for the full control effect; nearly all actives have a fitted effect of over 50% in size
Pol kappa inh – inhibitors of human DNA polymerase kappa; Q9UBT6; purified Pol kappa, fluorescent DNA synthesis assay, 10 min; Potency, µM (series often up to 107 µM), inactives show top-dose activity, negative = inhibition, most hits filed as inhibitors; 400,000 compounds, 0.53% hits; also: % is scaled to controls: 0 for no effect and ±100 for the full control effect
Target sequence (Q9UBT6 whole entry, looked up): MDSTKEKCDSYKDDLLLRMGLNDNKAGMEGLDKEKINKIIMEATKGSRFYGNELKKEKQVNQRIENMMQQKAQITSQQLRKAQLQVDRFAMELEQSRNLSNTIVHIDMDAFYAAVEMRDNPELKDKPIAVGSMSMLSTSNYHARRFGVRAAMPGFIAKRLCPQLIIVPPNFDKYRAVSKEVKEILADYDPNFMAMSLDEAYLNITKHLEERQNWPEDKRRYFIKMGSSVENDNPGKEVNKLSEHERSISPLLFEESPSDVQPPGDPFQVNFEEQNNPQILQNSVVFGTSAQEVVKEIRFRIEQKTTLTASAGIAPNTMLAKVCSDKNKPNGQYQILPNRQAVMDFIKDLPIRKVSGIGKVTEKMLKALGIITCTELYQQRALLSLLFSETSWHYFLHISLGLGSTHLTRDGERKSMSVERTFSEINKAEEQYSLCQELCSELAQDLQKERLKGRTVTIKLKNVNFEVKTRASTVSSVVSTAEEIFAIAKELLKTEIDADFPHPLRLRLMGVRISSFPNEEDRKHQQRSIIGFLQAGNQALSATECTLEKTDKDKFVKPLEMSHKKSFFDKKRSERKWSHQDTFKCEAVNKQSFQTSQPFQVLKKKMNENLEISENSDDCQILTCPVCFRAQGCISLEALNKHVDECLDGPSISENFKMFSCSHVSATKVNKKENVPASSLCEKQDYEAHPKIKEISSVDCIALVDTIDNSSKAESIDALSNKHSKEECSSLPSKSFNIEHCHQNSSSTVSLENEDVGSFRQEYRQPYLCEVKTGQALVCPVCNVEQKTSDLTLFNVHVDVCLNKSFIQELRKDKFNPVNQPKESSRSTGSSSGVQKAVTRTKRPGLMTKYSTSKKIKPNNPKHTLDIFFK
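Pol kappa 10 nM + cpd, 15 min RT; start w/ substrate 50 nM final; fluorescence kinetic read, 0 and 10 min. Neg ctrl: buffer, no enzyme.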
Pol eta inh – blocks human DNA polymerase eta activity. 390,000 compounds, 1.2% hits. Potency, µM (titrated, usually from 114 µM), inactives show at the top dose activity change, negative = inhibition, most hits filed as inhibitors. Q9Y253. recombinant Pol eta, fluorescent DNA replication assay; also: % is scaled to controls: 0 for no effect and ±100 for the full control effect
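Fluorescent replication assay: 50 nM final substrate added after a 15 min room-temperature compound preincubation with 10 nM enzyme. Signal taken at 0 min and again at 10 min.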
* hit, by the source's call; ? = inconclusive; / = not tested or not shown; & = joins results of further samples; [ ] = remark or other dose. Calls follow the shape of the dose curve; as a rule, active = well fitted curve in the direction sought with a large enough effect; inconclusive = small, poorly fitted or top-dose-only effect, or another doubt; inactive = no such curve, though single readings can be large; an effect the other way counts as inactive or inconclusive. Potency is read from the fitted curve at half-maximal effect. Some of the compounds tested. The share of hits here may be higher or lower than overall.

Values run as follows: Pol iota inh	G9a block	Pol beta inh	BAZ2B inh	APE1 inh	BLM helicase inh	JMJD2A Tudor	Pol kappa inh	Pol eta inh
- CCOC(=O)C1=C(CN2CCc3ccccc32)NC(=O)NC1c1cccc([N+](=O)[O-])c1 (stereo not given)
→ -15%	40µM*	?	?	-8%	-13%	45µM*	-5%	-8%
- CC(C)Cc1ccc(C(C)CC2=CCC(CN(C)C)C2=O)cc1 (stereo not given)
→ ?	/	/	/	/	/	56%[activator]	-14%	?
- CCC(c1nnnn1C(C)(C)C)N(CCOC)Cc1cc2cccc(C)c2n2nnnc12 (stereo not given)
→ /	-4%[2.33 µM]	27%	13%	0%	-3%	/	/	/
- NC(=S)N/N=C/c1ccc(-c2ccc([N+](=O)[O-])cc2)o1
→ -9%	22µM*	12%	-29%	-2%	-14%	-13%	0%	16%
- CCOC(=O)c1noc2ncn(CC(=O)Nc3cc(Cl)ccc3OC)c(=O)c12
→ -7%	-11%[59 µM]	1%	-8%	/	-2%	-12%	-17%[60.1 µM]	2%
- CC(C)(C)c1ccc(C(=O)NCCN2CCCC2)cc1
→ 0%	-32%	-7%	-5%	3%	-3%	6%	-4%	-10%
- O=c1ccc2cc(S(=O)(=O)N3CCOCC3)ccc2o1
→ 3%	4%[59 µM]	-8%	-12%	3%	-3%	0%	-5%	-7%
- COc1ccc(NS(=O)(=O)c2csc(C(=O)Nc3ccccc3)c2)cc1
→ -18%	6%	4%	-7%	-1%	-12%	-25%	-6%	-14%
- CCCc1nn(C)c2c1C(c1cccnc1)C(C#N)=C(N)O2 (stereo not given)
→ 1%	14%[12.7 µM]	41%	6%	9%	-1%	-17%	-5%	-17%
- Cc1ccccc1NC(=O)N1CCCC(c2nc(-c3ccc(F)cc3)no2)C1 (stereo not given)
→ 26%	?	15%	8%	-2%	-2%	-1%	-13%	-6%
- O=C(O)c1ccc(S(=O)(=O)N2CCC(c3nc(-c4ccccc4Cl)no3)CC2)cc1
→ -20%	-1%[59 µM]	16%	-3%	3%	2%	-17%	-2%	9%
- CC(=O)Nc1ccc(NC(=O)COc2ccc(Br)cc2C)cc1
→ 119%[activator]	12%[59 µM]	8%	1%	?	-2%	-13%	-4%	-1%
- COc1ccc(N(CC(=O)N2CCCCCC2)S(=O)(=O)c2ccccc2)cc1
→ 86%[activator]	8%	?	-15%	74%[activator]	1%	0%	5%	-23%
- COc1ccccc1NC(=O)Nc1nnc(-c2ccco2)s1
→ /	37%	2%	-27%	-1%	-3%	/	/	/
- CSc1ccc(CN2CCN(C(=O)c3ccncc3)CC2)cc1
→ 2%	-3%	4%	-13%	-3%	1%	-6%	-7%	3%
- COc1ccc(/C=N/NC(=O)c2ccc(NC(=O)c3ccccc3Br)cc2)cc1
→ -2%	4%[59 µM]	38%	-5%	3%	5%	-16%	-1%	-7%
- O=c1[nH]c(/C=C/c2cccc([N+](=O)[O-])c2)c([N+](=O)[O-])c(=O)[nH]1
→ ?	79µM*	-21%	13%	-15%	-8%	-4%	-3%	25µM*
- CCn1c(C)c(P(=O)(N2CCOCC2)N2CCOCC2)c2ccccc21
→ 123%[activator]	10%	-11%	3%	-1%	0%	2%	-7%	-22%
- Cc1cccc(N/C=C/C(=O)c2cccs2)c1C
→ 7%	12%[59 µM]	5%	28%	1%	-2%	39%[activator]	-12%	-18%
- O=C(O)c1ccc(N=Nc2c(O)[nH]c3ccccc23)cc1
→ 2%	/	4%	?	3%	-4%	-33%	-35%	-20%
- Cc1cccc(-c2cc(C(=O)Nc3sc(C)c(C)c3C(N)=O)c3ccccc3n2)c1
→ 40%[activator]	-2%[12.7 µM]	12%	-1%	10%	-4%	-8%	-12%	-12%
- O=C(O)Cc1ccc(NC(=O)C2CCCCC2C(=O)O)cc1 (stereo not given)
→ 10%	-24%	5%	-15%	-1%	2%	-4%	-12%	8%
- CCNC(COC(=O)c1ccc([N+](=O)[O-])cc1)C1CCCCC1 (stereo not given)
→ 3%	/	/	/	/	/	-8%	-2%	-21%
- CC(C)(C)NC(=O)c1oc2ccccc2c1NC(=O)c1ccc(F)cc1
→ -11%	-16%[59 µM]	2%	10%[57.1 µM]	/	-2%	-3%	5%	0%
- COc1ccccc1N(CC(=O)Nc1ccccc1C(F)(F)F)S(=O)(=O)c1ccc(C)cc1
→ 19%	-24%[59 µM]	3%	-1%	/	-11%	-5%	-9%	?
- O=C1CCC(C(=O)N2CCOCC2)CN1Cc1cccc(C(F)(F)F)c1 (stereo not given)
→ 67%[activator]	-2%	6%	-16%	16%	-1%	-12%	-4%	?
- O=C(NCCc1nc2ccccc2[nH]1)/C(=C/c1ccc2c(c1)OCO2)NC(=O)c1ccccc1Cl
→ 18%	21%[59 µM]	10%	-5%	1%	3%	-11%	0%	?
- Cc1ccc(NC(=O)CSc2nnc(C(F)(F)F)n2C)cc1[N+](=O)[O-]
→ 159%[activator]	-2%[59 µM]	1%	-1%	4%	5%	8%	-5%	-9%
- CC1CC(C)CN(C(=O)C2CCN(S(=O)(=O)c3cccc4cccnc34)CC2)C1 (stereo not given)
→ 26%	14%	3%	-6%	-3%	-1%	-16%	-9%	-12%
- CCc1ccc(-c2nc(SCC(=O)NC3CCCC3)n[nH]2)cc1
→ 49%[activator]	32%	-1%	-15%	6%	-4%	-26%	-6%	-5%
- Cc1nnc(SCC(=O)N2CCCC2)n1-c1ccc(F)cc1
→ 31%[activator]	/	/	/	/	/	-8%	1%	-7%
- Cc1ccccc1Nc1c(-c2cccnc2)nc2ccccn12
→ 2%	4%	13%	-31%	-5%	1%	-7%[11.4 µM]	-20%	7%
- C[C@@H]1C[C@@H]2OC(=O)[C@]3(C)[C@H]2[C@@H](OC3(C)O)[C@]2(C)C(=O)CC[C@H]12 (stereo not given in full)
→ /	32%[12.7 µM]	5%	2%	0%	1%	/	/	/
- CCOc1ccc(NC(=O)Cn2cc(C(=O)c3ccc(C)cc3)c(=O)c3cc4c(cc32)OCCO4)cc1
→ 46%[activator]	15%[59 µM]	28%	-2%	/	-3%	-21%	3%	-11%
- FC(F)(F)c1cccc(CN2CCSCC2)c1
→ 48%[activator]	10µM*	1%	56µM*	9%	0%	22µM*	-3%	-20%
- CC(CCc1ccccc1)NC(=O)C(=O)Nc1ccccc1 (stereo not given)
→ 3%	18%[59 µM]	19%	7%	2%	1%	-9%	-11%	-13%
- COc1ccc(S(=O)(=O)N2CCC(C(=O)N[C@H](C(=O)NC3CCCC3)C(C)C)CC2)cc1
→ 52%[activator]	-12%	16%	-4%	37%[activator]	-2%	-19%	8%	-14%
- CCCOc1ccc(C(=O)C(c2ccccc2)N2CCOCC2)cc1 (stereo not given)
→ -11%	?	-26%	?	-3%	-1%	-24%	-11%	-5%
- CCCCCC(=O)/C=C/C=C\C/C=C\C/C=C\CCCC(=O)O
→ /	25%[59 µM]	/	/	13%&2%	0%	/	4%[19.4 µM]	/
- Cc1cc(C)nc(N2CCCC(C(=O)NC(C)C)C2)n1 (stereo not given)
→ -12%	21%	-21%	-5%	7%	1%	-15%	12%	-11%
- Cc1sc2ncnc(N3CCCCC3)c2c1C
→ 15%	35%[12.7 µM]	20%	7%	1%	-2%	11%	0%	-8%
- Cc1c(NS(=O)(=O)c2ccc(NC3CCCC3)c([N+](=O)[O-])c2)c(=O)n(-c2ccccc2)n1C
→ 4%	-7%[59 µM]	-14%	-28%	1%	5%	-20%	-10%	-7%
- Cc1ccc(S(=O)(=O)Nc2ccc3cn[nH]c3c2)cc1C
→ 14%	/	/	/	-1%	/	-23%	-3%	-10%
- Cc1ccccc1CN1CCNC(=O)C1CC(=O)NCCC1=CCCCC1 (stereo not given)
→ 17%	48%	?	9%	-2%	-7%	-29%	-2%	-18%
- CC(C)CCN(C(=O)CNC(=O)c1ccco1)C(C(=O)NC1CCCCC1)c1cccnc1 (stereo not given)
→ 153%[activator]	18%	38%	4%	10%	1%	3%	-11%	-9%
- Cc1cc(-c2ccccc2)nc(N2CCN(c3ccccn3)CC2)n1
→ 1%	30%[59 µM]	9%	-1%	2%	-1%	9%	-9%	-5%
- COc1ccc(Cl)cc1NC(=O)CN(C)C(=O)CSc1ccc2c(c1)OCCO2
→ 21%	24%[12.7 µM]	/	5%	-5%	/	-22%	-7%	-12%
- C#CCOC(=O)CN1C(=O)c2cccc3cccc(c23)C1=O
→ 124%[activator]	-2%	0%	-5%	12%	1%	-13%	-6%	4%
- CCn1cc(C(=O)NC(=S)Nc2cccc(O)c2)cn1
→ -6%	11µM*	25%	6%	-1%	-6%	-3%	-5%	-11%
- CCOC(=O)c1sc2nc3c(cc2c1N)COC(C)(C)C3
→ 16%	17%[59 µM]	1%	13%	4%	-12%	17%	-16%	-16%
- Cc1ccccc1N1CC(C(=O)N2CC(C)CC(C)C2)CC1=O (stereo not given)
→ 29%	?	/	-8%	35%	/	-1%	2%	-18%
- O=C(NC1CCCC1)c1ccc(CSc2nc3ccncc3n2Cc2cccc(F)c2)cc1
→ 8%	?	14%	-1%	/	-1%	-6%	2%	-8%
- Cc1nc2ccc(NC(=O)c3ccc([N+](=O)[O-])cc3)cc2[nH]1
→ 16%	/	0%	2%	-12%	-5%	-21%	-9%	0%
- O=C(NCCCN1CCCCC1)C1CCC(CNS(=O)(=O)c2cccc3nsnc23)CC1 (stereo not given)
→ 21%	-9%	15%	-6%	41%	0%	-22%	7%	-8%
- CN1/C(=C\C(=O)C(F)F)C(C)(C)c2ccccc21
→ 4%	-21%	-2%	19%	1%	1%	16%	-6%	-15%
- CC(=O)[C@@H]1[C@@H](C(=O)c2ccc(F)cc2)[C@]2(C(=O)Nc3ccccc32)[C@H]2C=Cc3cc(F)ccc3N12
→ 72%[activator]	?	1%	-26%	1%	-8%	?	-8%	8%

2 successive compounds from above, for reference:
Values run as follows: Pol iota inh	G9a block	Pol beta inh	BAZ2B inh	APE1 inh	BLM helicase inh	JMJD2A Tudor	Pol kappa inh	Pol eta inh
- FC(F)(F)c1cccc(CN2CCSCC2)c1
→ 48%[activator]	10µM*	1%	56µM*	9%	0%	22µM*	-3%	-20%
- CC(CCc1ccccc1)NC(=O)C(=O)Nc1ccccc1 (stereo not given)
→ 3%	18%[59 µM]	19%	7%	2%	1%	-9%	-11%	-13%
